From PubChem BioAssay
CHOP UPR activ: apoptotic UPR (CHOP) activation. AID 449763. CHO-CHOP luciferase reporter, luminescence; percent of tunicamycin response over DMSO baseline. activation, % at 10 µM. 330,000 compounds, 0.34% hits;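 active = at 10 µM dose, activation of 40% or more, normalized to positive control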;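 also: 100% = tunicamycin at 10 µg/mL and 0% = DMSO alone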
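assay system = CHO CHOP reporter cells | amount = 500 CHO-CHOP cells per well | buffer or medium = F12 with 10% FBS | incubation = 16-18 h cell attachment, then 6 h compound exposure, 37 °C | detection = luminescence read with Steady-Glo | read-out = percent activation relative to tunicamycin control | controls = tunicamycin high control, DMSO low control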
UPR XBP1 act: activators of adaptive arm of unfolded protein response (XBP1); CHO-XBP1 luciferase reporter, IRE1-XBP1 UPR activation, luminescence; percent of tunicamycin response, DMSO as zero; activation, % at 20 µM; 330,000 compounds, 0.33% hits; AID 463104;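 active = versus positive control, 20 µM dose yields 30% or more activation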;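 also: 100% = tunicamycin at 10 µg/mL and 0% = DMSO only wells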
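Material: CHO cell line with stable XBP1 luciferase reporter; buffer or medium: F12 medium containing 10% fetal bovine serum; compound: single point, 20 µM final compound, 1% DMSO; incubation: 6 h treatment, 37 °C; measured by: glow luminescence from Steady-Glo reagent; evaluation: activation, % of tunicamycin; control set: tunicamycin high, DMSO low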
tim10-1 inh: inhibits growth of tim10-1 mutant yeast; S. cerevisiae tim10-1 ts strain growth, BacTiter-Glo, 24 h; inhibition, % at 20 µM; 330,000 compounds, 2.2% hits; AID 463190;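 active = inhibition of at least 40%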;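 also: mutant grown at 25 °C; 0% = DMSO wells with yeast and 100% = wells holding no yeast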
tim23-1 inh: tim23-1 yeast growth inhibition. S. cerevisiae tim23-1 growth, BacTiter-Glo luminescence, 24 h. inhibition, % at 20 µM. 330,000 compounds, 1.3% hits. AID 463212;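 active = growth inhibition of the mutant yeast at or above 50%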;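 also: temperature-sensitive mutant grown at 25 °C; plate controls were DMSO-treated mutant yeast for no effect and medium wells lacking yeast for full effect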
GRIN3A LBD mod: NR3A (human) ligand-binding domain modulation; NR3A LBD differential scanning fluorimetry, Tm shift; 0% = protein alone, 100% = glycine-bound protein; Tm shift relative to glycine control, % at 25 µM; 340,000 compounds, 2.5% hits; AID 1259313;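 active = melting temperature shift of at least 10% of the positive control shift, at one fixed dose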
APJ agonist: agonists of human APJ apelin receptor; 330,000 compounds, 0.11% hits; CHO-K1 APJ PathHunter beta-arrestin, luminescence; 0% DMSO wells, 100% apelin; activation, % at 20 µM; P35414;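 active = activation more than six SD over the plate average, tested at 20 µM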;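 also: 0% = DMSO alone and 100% = apelin-13 at 10 nM; some results filed as inactive read as strong as hits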
Target sequence (P35414 whole entry, looked up): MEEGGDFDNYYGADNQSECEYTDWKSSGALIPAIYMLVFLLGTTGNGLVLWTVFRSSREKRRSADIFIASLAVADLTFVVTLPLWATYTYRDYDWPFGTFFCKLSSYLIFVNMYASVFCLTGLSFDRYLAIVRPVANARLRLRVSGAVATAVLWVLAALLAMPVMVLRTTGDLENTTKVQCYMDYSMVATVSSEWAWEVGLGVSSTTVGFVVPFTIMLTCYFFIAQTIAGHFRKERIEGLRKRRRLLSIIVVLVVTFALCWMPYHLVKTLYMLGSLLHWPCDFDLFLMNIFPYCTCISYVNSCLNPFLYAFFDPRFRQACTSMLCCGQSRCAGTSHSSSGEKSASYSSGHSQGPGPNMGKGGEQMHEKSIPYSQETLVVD
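Material: CHO-K1 APJ beta-arrestin complementation cell line; Input: cell density 1000 per well; Incubation: compound stimulation 90 min at 25 °C, detection 60 min; Signal: luminescence from split beta-galactosidase complementation, Galacton Star/Emerald II substrate; Controls: DMSO-only wells as negative, 10 nM Apelin-13 as positive control.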
NLRP3 yeast inh: NALP3 inhibition in yeast. 330,000 compounds, 0.39% hits. Yeast reconstituted NLRP3/ASC/caspase-1, beta-gal luminescence, 24 h. inhibition, % at 10 µM. AID 2825;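 active = inhibition of 50% or more; inactive = inhibition below 50%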;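 also: plate controls were induced DMSO wells for no effect and uninduced yeast grown without galactose for full effect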
TIM10 inh: inhibits growth of TIM10 yeast strain; S. cerevisiae TIM10 strain growth, BacTiter-Glo luminescence, 24 h; inhibition, % at 10 µM; 330,000 compounds, 1.4% hits;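 active = inhibition of 40% or more at the single tested concentration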;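 also: wild-type TIM10 isogenic control strain grown at permissive 25 °C; 0% = DMSO yeast wells and 100% = minimal medium wells without yeast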
Mdm2 MdmX PPI: disrupts the human Mdm2-MdmX interaction | O15151+Q00987 | SaOS-2 split-luciferase Mdm2/MdmX complementation, luminescence | inhibition, % at 8 µM | 330,000 compounds, 3% hits;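 active = inhibition of at least 50% at 8 µM in the primary screen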
Starred values were filed as active, the others as inactive.

Every second line gives: APJ agonist	NLRP3 yeast inh	tim10-1 inh	tim23-1 inh	TIM10 inh	Mdm2 MdmX PPI	GRIN3A LBD mod	CHOP UPR activ	UPR XBP1 act
1. NCCCC[C@@H]1NC(=O)[C@H](CCC(=O)O)NC(=O)c2cc([N+](=O)[O-])cc(I)c2OCC[C@@H](C(N)=O)NC1=O
    -6	13	-11	6	3	17	-2	2.2	1
2. C=CCOc1ccc(CN(C)CC(O)COc2cccc3ccccc23)cc1 (centres undefined)
    -3	8	0	-6	7	23	-2	-1.6	3
3. COc1cccc(N2CCN(CC(=O)Nc3ccccc3C(=O)NCc3ccccc3)CC2)c1
    0	18	17	20	9	8	3	1.4	0
4. Cc1ccc(S(=O)(=O)/N=C(/c2ccccc2)N(C)C)c(C)c1
    -4	-5	-2	8	-9	-1	1	-0.8	2
5. CCn1c(C)c(C(C)=O)cc(C#N)c1=O
    -3	15	5	1	-8	17	-2	-0.5	0
6. Cc1cccc(NC(=O)c2ccc(Cl)c(NC(=O)c3ccncc3)c2)c1C
    -4	27	-2	1	1	5	0	0.5	-3
7. COc1ccc(C(=O)NCC(=O)OCC(=O)c2ccc3c(c2)NC(=O)CO3)cc1OC
    0	4	0	-10	3	20	-3	-1.7	-1
8. CCCn1c(=O)c2sccc2n2c(CCCC(=O)NC3CCN(Cc4ccccc4)CC3)nnc12
    -3	15	20	5	-7	7	-2	-1.4	-4
9. CNC(=O)c1ccsc1NC(=O)C1CCN(S(=O)(=O)c2cccs2)CC1
    2	15	9	17	5	9	0	1.2	0
10. CC(C)OC(=O)c1cn(-c2ccccc2)nc1-c1ccco1
    0	18	37	37	38	-1	0	-1.5	-1
11. COC(=O)c1sccc1Oc1ccc(F)cc1[N+](=O)[O-]
    0	14	-2	4	-4	16	1	-2.3	0
12. CCCSc1nnc(CSc2nc3ccccc3s2)n1-c1ccccc1
    0	8	44*	29	22	7	-4	-1.1	-2
13. O=C(NCCCn1ccnc1)c1ccc(F)cc1
    -2	20	-17	-4	-6	-2	1	0.6	-5
14. CC(C)COP(=O)(c1ccc(N(C)C)cc1)C(O)c1ccc(N(C)C)cc1 (centres undefined)
    -4	1	23	16	24	7	0	1.8	-4
15. O=C(O)C1=C(C(=O)Nc2cccc(C(F)(F)F)c2)CCCC1
    1	-2	25	18	-3	-15	-3	-2.5	-3
16. Cc1onc(C(N)=O)c1C(=O)Nc1ncc(C(F)(F)F)cc1Cl
    -1	20	8	0	-3	-2	-1	-1.1	1
17. C=CCn1c2ccccc2n2nc(C)c(=O)nc12
    4	-1	-2	7	1	-4	1	-1.0	0
18. CN(C)Cc1c(C(=O)N/N=C/c2ccccc2OCc2ccc(F)cc2)nnn1-c1nonc1N
    -1	-1	-17	-30	-34	15	3	6.2	-1
19. CC1(C)C2CC[C@]3(C)C(CC=C4[C@@H]5C[C@](C)(CO)CC[C@]5(C(=O)O)CC[C@]43C)[C@@]2(C)CC[C@@H]1O (some centres undefined)
    -3	42	-1	3	-9	-4	-1	-0.8	2
20. COc1ccc(CN2CCN(C(=O)CC(C)C)CC2)c2ccccc12
    1	17	12	6	21	3	-1	0.5	-3
21. Cc1cc2c(cc1S(=O)(=O)CCC(=O)N(C)C1CCCCC1)OCC(=O)N2
    4	1	-11	-3	-1	12	-2	-2.0	-4
22. CC1CN(S(=O)(=O)c2cccc(C(=O)OCC(=O)c3cccs3)c2)CC(C)O1 (centres undefined)
    -1	24	16	24	1	-12	-2	0.2	0
23. CCOC(=O)NCc1ccc2[nH]c(C)cc2c1
    -1	-6	1	-4	1	-26	0	0.2	-1
24. COc1ccc(OC)c(N=c2ssnc2Cl)c1
    -4	9	47*	25	12	-3	9	1.4	0
25. CC1=C(C#N)C(c2cccnc2)C2=C(CC(c3ccc(Cl)cc3)CC2=O)N1 (centres undefined)
    -3	19	5	-2	-1	10	0	0.0	0
26. Cc1[nH]cnc1CSCc1ccc(Cl)cc1
    -1	-1	7	-7	3	25	-3	0.5	-1
27. O=C(Nc1ccccc1)Nc1ccc(F)cc1F
    -3	21	11	6	-3	-22	-8	2.7	2
28. CCOC(=O)C(CC)n1cnc2c(cnn2-c2ccc(Cl)cc2)c1=O (centres undefined)
    1	25	3	5	-36	4	2	4.0	1
29. CCCCn1nc2cc(C(=O)NCc3ccccc3OC)ccc2c1OCC
    12	6	7	25	-24	6	3	1.4	-1
30. CC(=O)COc1cccc2ccc(/C=C/c3ccc(Br)s3)nc12
    1	25	24	55*	28	15	-6	0.7	-2
31. O=C(CN1CCCc2ccccc21)N/N=C/c1ccccc1O
    -6	11	18	43	29	77*	-8	-0.6	-2
32. Cc1cc(C)c2c(=O)n(CC(=O)NC3CCCC3)sc2n1
    2	5	14	4	-9	-6	5	3.7	-2
33. CCOc1ccc(C2C(C#N)=C(N)N(c3sc4c(c3C#N)CCCC4)C3=C2C(=O)CCC3)cc1 (centres undefined)
    2	6	24	10	5	2	-1	4.3	3
34. COc1ccc(-n2c(SCC(=O)c3c(N)n(C)c(=O)n(C)c3=O)nc3ccccc32)cc1
    -2	-5	3	15	0	-10	0	0.0	3
35. NC1=NC(=O)/C(=C/c2cn(CCC(=O)O)nc2-c2ccc(F)cc2)S1
    0	-8	10	9	4	20	-1	1.3	-1
36. CCCCc1cc(=O)oc2cc(OC(C)C(=O)NCCN3CCOCC3)c(Cl)cc12 (centres undefined)
    -6	6	8	-2	-4	17	1	2.1	-7
37. Cn1ccnc1SCC(=O)NCC(=O)Nc1ccc(F)c(F)c1F
    -1	11	-5	-2	-10	1	-2	2.3	0
38. CCc1cccc(OCCn2nc(C(=O)O)c3ccccc3c2=O)c1
    1	9	-20	-84	14	6	1	0.1	2
39. COc1ccc(Cc2noc(CN3CCN(Cc4cccc(Cl)c4)CC3)n2)cc1OC
    -2	14	16	1	10	18	1	0.6	-3
40. CC(=O)c1cc2c(cc1NC(=O)CN1CCOCC1)OCO2
    -3	13	5	7	-5	-11	-1	-0.1	1
41. COc1ccc(S(=O)(=O)CC(=O)c2cc(C)c(O)c(C)c2)cc1
    -6	8	10	17	-10	0	5	-2.3	-4
42. COc1ccc([C@@H]2CC=C(C(=O)O)[C@H](c3ccc(C(C)(C)C)cc3)N2S(=O)(=O)c2ccc(C)cc2)cc1OC
    -3	12	15	23	12	-7	5	2.6	7
43. CCOc1cccc(CN(CC)CC2CCCN(CCc3cccc(OC)c3)C2)c1O (centres undefined)
    -1	13	-81	-55	-202	-10	-1	2.2	0
44. NC(=O)COC(=O)c1cccc(S(=O)(=O)N2CCCc3ccccc32)c1
    -4	-5	-2	8	-7	17	4	0.2	0
45. O=C(COC(=O)C1CCC1)NCCc1ccc(Cl)cc1Cl
    -1	22	-15	-5	2	27	6	2.3	-6
46. CCn1cc(C(=O)N2CCN(c3ccc(OC)cc3)CC2)c(=O)c2cc(S(=O)(=O)N3CCCCC3)ccc21
    -1	4	-8	6	-3	15	-1	0.7	4
47. CCN1C(=O)[C@H]2[C@@H](c3ccc(-c4ccc(C(C)=O)cc4)cc3)N[C@@](C)(C(=O)OC)[C@H]2C1=O
    -1	16	10	7	10	7	-2	-0.9	-3
48. O=C(Nc1ccc(N2CCCC2)c(Cl)c1)c1cccc(-c2cc3ccccc3oc2=O)c1
    -1	5	12	6	9	2	-2	-1.0	0
49. O=c1nc2ccccc2c2n1CC(CN1CCN(Cc3ccccc3)CC1)N2 (centres undefined)
    -2	-8	-15	-21	-27	16	1	-2.2	0
50. Cc1cc(OCC(=O)NC2CCN(C)CC2)ccc1[N+](=O)[O-]
    -4	-1	-7	15	-20	18	0	-0.5	0
51. CC(C(=O)NCc1ccccc1)n1cc([N+](=O)[O-])cn1 (centres undefined)
    -2	5	-1	-2	-3	-24	-1	0.6	-4
52. Cc1[nH]c2ccccc2c1C(O)CN1CCN(c2cccc(C(F)(F)F)c2)CC1 (centres undefined)
    0	-6	55*	-3	26	59*	2	0.2	-4
53. Cc1ccc(S(=O)(=O)Oc2ccccc2/C=N/NC(=O)c2c(Cl)cnn2C)cc1
    4	-4	28	37	32	19	-2	0.6	0
54. Cc1ccc(SCC(=O)OCC(=O)NCCNC(=O)COC(=O)CSc2ccc(C)c(C)c2)cc1C
    -4	4	-8	-1	0	2	-6	0.4	0
55. Oc1ccccc1-c1cc(-c2ccc3c(c2)OCCO3)n[nH]1
    1	34	31	66*	31	-127	16*	-0.7	-4
56. O=C(O)C/C(=C\c1ccc2c(c1)OCO2)c1nc2ccccc2s1
    0	17	17	19	16	5	4	4.2	0
57. CCOC(=O)c1c(C)n(C)c2ccc(OC)c(NS(=O)(=O)c3ccc(Cl)s3)c12
    -3	32	16	11	20	-2	-12	4.0	1
58. O=C(COc1ccccc1Cl)OCC(=O)N1CCN(S(=O)(=O)c2ccccc2)CC1
    1	14	8	12	-7	16	-4	-1.1	1
59. CCCn1c(NCc2ccc(N(C)C)cc2)nc2ccccc21
    -2	23	6	4	1	15	2	0.8	-1
60. CC(C)n1nnnc1SCC(=O)c1c(N)n(C2CC2)c(=O)[nH]c1=O
    -4	18	-18	-10	-9	29	0	-1.2	-1

More compounds.
Every second line gives: APJ agonist	NLRP3 yeast inh	tim10-1 inh	tim23-1 inh	TIM10 inh	Mdm2 MdmX PPI	GRIN3A LBD mod	CHOP UPR activ	UPR XBP1 act
61. O=c1c(-c2ccc(Cl)cc2)[n+]([O-])c2ccccc2n1O
    -1	17	-23	11	10	8	-1	0.0	3
62. O=C(CCC(=O)N1CCN(S(=O)(=O)c2ccc(Cl)cc2)CC1)NC1CCCc2ccccc21 (centres undefined)
    5	-7	9	0	-7	11	1	-1.8	-2
63. C=CCN1C2CCCC1CC(NC(=O)Nc1cc(C)cc(C)c1)C2 (centres undefined)
    0	26	22	19	7	-17	-2	-1.0	0
64. Cc1ccc(/C=C2/C(=O)N(c3ccccc3)C(=S)N2C)o1
    -4	6	7	24	10	11	1	3.1	-3
65. O=C1C2ON(c3ccccc3)C(c3ccncc3)C2C(=O)N1c1ccccc1 (centres undefined)
    -1	6	15	-2	6	2	3	-1.5	-3
66. CCCc1ccc(-c2ccc(C(=O)O)cc2)nc1
    -3	8	3	3	-5	-52	-1	-1.4	-6
67. CCn1c(SCC(=O)Nc2ccc(Cl)cc2)nnc1C1CC1
    -4	22	6	15	3	-23	-2	2.4	-1
68. CC(C)Cn1c(N)c(C(=O)COC(=O)c2cccc(Cl)c2)c(=O)n(C)c1=O
    -3	-5	22	29	40	-6	-27	-0.1	-4

Mdm2 MdmX PPI: entries above that show a hit
nr	structure	APJ agonist	NLRP3 yeast inh	tim10-1 inh	TIM10 inh	Mdm2 MdmX PPI	GRIN3A LBD mod	UPR XBP1 act
31	O=C(CN1CCCc2ccccc21)N/N=C/c1ccccc1O	-6	11	18	29	77*	-8	-2
52	Cc1[nH]c2ccccc2c1C(O)CN1CCN(c2cccc(C(F)(F)F)c2)CC1 (centres undefined)	0	-6	55*	26	59*	2	-4
